Tb PGK inh: T. brucei PGK inhibition. P07378. PGK/GAPDH coupled, Kinase-Glo luminescence, 60 min. Potency, µM (highest dose often 57.5 µM), for the others: top-dose activity change, negative = inhibition, most hits filed as inhibitors. hit rate 0.043% among 380,000; further: potency means the concentration at half of the fitted maximal effect; on the % scale 0 is the no-effect control and ±100 the full control effect; nearly all actives have a fitted effect of over 60% in size
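Luminescent ATP detection (Kinase-Glo Plus) follows a 60-minute room-temperature incubation, with wells lacking PGK as controls. Buffer: 100 mM TEA (pH 7.6), 5 mM MgCl2, 0.01% Tween-20. Coupling enzyme GAPDH (100 nM final) supplies unstable 1,3-BPG in-well.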
HP1b binding inh: inhibitors of HP1-beta chromodomain binding to methylated histone tails; Potency, µM (series often up to 114 µM), for inactives: at the top dose activity change, negative = inhibition, most hits filed as inhibitors; AlphaScreen HP1-beta / biotin-H3K9me3 peptide binding; hit rate 0.56% among 390,000; P83916; AID 540317; further: potency means the concentration at half of the fitted maximal effect; nearly all actives have a fitted effect of over 70% in size; inactives centre near 23
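HP1-beta protein (50 nM final) preincubated 30 min at room temperature with biotinylated H3(1-18)K9me3 peptide (50 nM) in PBS pH 7.4, 0.01% Tween-20, then compound added for 30 min. AlphaScreen streptavidin donor/nickel chelate acceptor beads (10 ug/mL final), 30 min dark, luminescence read.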
PI4K2A block: blocks human PI4K2A kinase activity; purified PI4K2A, ADP-Glo luminescence, 1 h; stronger effect = lower value; activity change, negative = inhibition, % at 76.9 µM; hit rate 0.13% among 420,000; Q9BTU6; in the data active means activity change below about -50%; inconclusive means mostly about -30% to -49%;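 further: -100% = wells without enzyme as full effect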
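Compounds are screened against recombinant PI4K2A using PI as substrate and ATP, the latter dispensed at 300 microM. Reactions run one hour at ambient temperature before ADP-Glo detection; full inhibition defined by wells lacking enzyme.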
JMJD2A Tudor inh: inhibitors of human JMJD2A Tudor domain | AID 504339 | Potency, µM (doses to about 114 µM), for inactives: at the highest dose activity change, negative = inhibition, actives largely listed as inhibitors | hit rate 4.4% among 390,000 | AlphaScreen JMJD2A-Tudor / H3K4me3 peptide binding | O75164; further: potency means the concentration at half of the fitted maximal effect; on the % scale 0 is the no-effect control and ±100 the full control effect; nearly all actives have a fitted effect of over 50% in size
ERG Ets-DNA blk: inhibitors of human ERG Ets domain-DNA interaction. fluorescence polarization, His-ERG Ets domain / labelled DNA. Potency, µM (top dose mostly 76.9 µM), without a hit: at the highest dose FP activity, negative = inhibition, hits mostly inhibitors. hit rate 0.028% among 370,000. AID 624246; active means well fitted inhibition curve with a large enough effect in the polarisation, with a control signal flat; inconclusive means small, poorly fitted or top-dose-only effect, or effect the other way, or a change in a side signal; inactive means no such curve, though single readings can be large or run the other way; the % refers to the polarisation;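 further: polarization taken with two DNA probes labelled with fluorescein and Texas red; potency means the concentration at half of the fitted maximal effect; % of control where 0% means no effect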
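His-tagged ERG Ets domain (1 uM in the protein solution; 300mM KCl, 50mM Tris-HCl, 1mM EDTA, 1mM DTT, pH 7.5) received compound, then a probe mix of 5 nM fluorescein-DNA and 100nM Texas-615-DNA. Fluorescence polarization was read for both dyes.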
Pin1 inhibitor: blocks the human prolyl isomerase Pin1; Q13526; Pin1 FP peptide displacement, HiFluor488, 10 min; Potency, µM (titrated, usually from 115 µM), for the others: top-dose activity, negative = inhibition, hits mostly inhibitors; hit rate 0.009% among 390,000; active means well fitted inhibition curve with a large enough effect in the polarisation, with a control signal flat, not every such curve was filed as active; inconclusive means small, poorly fitted or top-dose-only effect, or effect the other way, or a change in a side signal; inactive means no such curve, though single readings can be large or run the other way; the % refers to the polarisation; further: potency means the concentration at half of the fitted maximal effect; on the % scale 0 is the no-effect control and ±100 the full control effect
BAZ2B inh: BAZ2B (human) inhibition | Q9UIF8 | hit rate 4.4% among 360,000 | AID 504333 | Potency, µM (titrated, usually from 114 µM), for the others: at the top dose activity change, negative = inhibition, hits mostly inhibitors | AlphaScreen BAZ2B-H3K14Ac peptide displacement; further: potency means the concentration at half of the fitted maximal effect; on the % scale 0 is the no-effect control and ±100 the full control effect; nearly all actives have a fitted effect of over 60% in size
Target sequence (Q9UIF8 whole entry, looked up): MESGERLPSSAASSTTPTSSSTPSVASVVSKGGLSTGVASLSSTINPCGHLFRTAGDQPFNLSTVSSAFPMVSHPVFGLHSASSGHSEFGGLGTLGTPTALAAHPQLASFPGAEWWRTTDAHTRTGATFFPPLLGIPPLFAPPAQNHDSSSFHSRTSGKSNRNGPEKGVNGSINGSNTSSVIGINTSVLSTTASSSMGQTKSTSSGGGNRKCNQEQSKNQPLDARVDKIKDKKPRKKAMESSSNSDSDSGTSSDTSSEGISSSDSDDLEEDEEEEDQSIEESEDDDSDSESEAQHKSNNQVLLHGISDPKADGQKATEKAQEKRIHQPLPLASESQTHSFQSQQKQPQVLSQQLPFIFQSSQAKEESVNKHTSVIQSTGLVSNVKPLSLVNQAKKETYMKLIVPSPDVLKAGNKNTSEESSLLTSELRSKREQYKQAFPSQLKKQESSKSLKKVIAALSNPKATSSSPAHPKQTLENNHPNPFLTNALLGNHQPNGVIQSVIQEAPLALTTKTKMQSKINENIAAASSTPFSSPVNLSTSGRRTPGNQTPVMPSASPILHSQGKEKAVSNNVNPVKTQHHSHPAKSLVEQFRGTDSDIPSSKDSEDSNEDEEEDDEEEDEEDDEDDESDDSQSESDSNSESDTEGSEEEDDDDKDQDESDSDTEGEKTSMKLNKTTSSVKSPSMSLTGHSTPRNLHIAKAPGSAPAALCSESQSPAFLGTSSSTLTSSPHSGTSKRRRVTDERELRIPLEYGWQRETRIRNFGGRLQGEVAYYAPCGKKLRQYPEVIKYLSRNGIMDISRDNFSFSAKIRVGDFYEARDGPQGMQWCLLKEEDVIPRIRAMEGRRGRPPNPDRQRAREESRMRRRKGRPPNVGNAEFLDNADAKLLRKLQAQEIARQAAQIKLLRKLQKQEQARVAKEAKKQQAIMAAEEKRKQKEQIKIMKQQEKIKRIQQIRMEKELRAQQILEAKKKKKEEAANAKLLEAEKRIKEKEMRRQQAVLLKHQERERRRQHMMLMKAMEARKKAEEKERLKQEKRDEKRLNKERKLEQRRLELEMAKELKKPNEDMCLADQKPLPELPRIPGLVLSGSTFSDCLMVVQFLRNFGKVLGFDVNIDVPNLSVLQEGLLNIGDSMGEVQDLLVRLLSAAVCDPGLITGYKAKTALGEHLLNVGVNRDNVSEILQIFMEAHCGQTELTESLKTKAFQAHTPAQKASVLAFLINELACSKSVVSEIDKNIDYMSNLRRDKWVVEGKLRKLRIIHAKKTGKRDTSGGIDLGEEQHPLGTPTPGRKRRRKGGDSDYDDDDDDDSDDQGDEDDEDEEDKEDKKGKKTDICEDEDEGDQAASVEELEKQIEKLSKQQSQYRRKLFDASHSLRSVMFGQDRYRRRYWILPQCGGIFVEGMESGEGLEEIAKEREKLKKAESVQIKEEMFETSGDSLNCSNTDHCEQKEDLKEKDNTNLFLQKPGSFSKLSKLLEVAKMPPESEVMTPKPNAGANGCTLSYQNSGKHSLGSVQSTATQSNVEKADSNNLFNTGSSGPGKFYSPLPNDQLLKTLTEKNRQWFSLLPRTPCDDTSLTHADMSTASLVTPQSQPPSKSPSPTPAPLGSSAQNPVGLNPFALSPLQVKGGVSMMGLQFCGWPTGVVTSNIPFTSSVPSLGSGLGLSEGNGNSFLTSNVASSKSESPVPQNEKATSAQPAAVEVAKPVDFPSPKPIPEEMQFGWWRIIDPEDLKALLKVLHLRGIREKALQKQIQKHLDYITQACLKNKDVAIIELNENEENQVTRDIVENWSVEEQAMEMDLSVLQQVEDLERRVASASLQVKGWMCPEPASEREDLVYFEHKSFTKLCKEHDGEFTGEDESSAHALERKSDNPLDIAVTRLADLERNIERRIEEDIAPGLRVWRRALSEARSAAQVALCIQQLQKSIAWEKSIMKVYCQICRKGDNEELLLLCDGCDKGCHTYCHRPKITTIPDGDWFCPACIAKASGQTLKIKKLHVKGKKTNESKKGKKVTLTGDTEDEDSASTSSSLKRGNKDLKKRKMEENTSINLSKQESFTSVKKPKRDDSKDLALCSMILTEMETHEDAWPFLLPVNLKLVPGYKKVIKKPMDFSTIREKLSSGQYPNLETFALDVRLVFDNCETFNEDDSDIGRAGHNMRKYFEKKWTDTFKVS
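AlphaScreen displacement: compounds (up to 110uM) incubated 30 min at room temperature with a preformed 50 nM BAZ2B/50 nM biotinylated H3K14Ac peptide complex in PBS pH 7.4 with Tween-20. Donor and acceptor beads at 10 ug/mL final added, 20 min light-protected before reading.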
GLS inhibitor: inhibitors of human glutaminase (GLS); GLS enzymatic activity, qHTS titration; Potency, µM (series often up to 45.5 µM), for inactives: top-dose activity change, negative = inhibition, actives largely listed as inhibitors; hit rate 0.21% among 410,000; AID 624170; further: potency means the concentration at half of the fitted maximal effect; on the % scale 0 is the no-effect control and ±100 the full control effect
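hKGA in 45 mM KH2PO4 (pH 8.2), 0.02% Tween-20 with compound, then 1mM L-Glutamine (stock as added) plus glutamate oxidase/HRP/Amplex red coupling mix. Fluorescence read initially and after 30 min at RT; signal change reflects glutamate formation.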
G9a block: blocks human histone lysine methyltransferase G9a. Q96KQ7. G9a H3K9 monomethylation, AlphaScreen, 2 h. Potency, µM (top dose mostly 102 µM), for the others: at the highest dose activity, negative = inhibition, actives largely listed as inhibitors. hit rate 8.8% among 350,000; further: potency means the concentration at half of the fitted maximal effect; on the % scale 0 is the no-effect control and ±100 the full control effect; nearly all actives have a fitted effect of over 75% in size
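Signal arises when biotinylated H3K9 peptide, once monomethylated, bridges streptavidin donor and antibody-captured acceptor beads. Enzyme at 20 nM was preincubated 15 min with test compounds; peptide 500 nM and SAM 20 uM then reacted for 2 h.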
Starred values were filed as active, the others as inactive; i = inactive; ? = inconclusive; . = no result given; [ ] = another dose, or the depositor's remark. Unless noted, the call rests on the fitted dose curve; in most records, active means well fitted curve in the direction sought with a large enough effect; inconclusive means small, poorly fitted or top-dose-only effect, or another doubt; inactive means no such curve, though single readings can be large; an effect the other way counts as inactive or inconclusive.

item	Structure	Tb PGK inh	HP1b binding inh	PI4K2A block	JMJD2A Tudor inh	ERG Ets-DNA blk	Pin1 inhibitor	BAZ2B inh	GLS inhibitor	G9a block
1	O=C(c1ccc(CSc2ccccc2)cc1)N1CCCCCC1	i	30%	-10	-5%	-6%	5%	-1%	2%	40%
2	Cc1ccc(NC(=O)Cc2ccc(NC(=O)N3CCCCc4ccccc43)cc2)cc1Cl	-10%	-15%	3	-15%	1%	8%	-3%	-3%	18%[59 µM]
3	COc1ccc(C(=O)N(CN2CCCC2=O)c2ccc(C)cc2)cc1	6%	20%	4	21%	?	3%	21%	.	25%[59 µM]
4	CC[C@H](C)Cc1cn([C@@H](CCCCNC(=O)OC(C)(C)C)C(=O)NCCCCCCCCCCC(=O)N2CCN(C(=O)OC(C)(C)C)CC2)nn1	6%	21%	-2	-20%	-4%	-6%	6%	12%	14%[2.33 µM]
5	Cc1cc(C)n(/N=C/c2c[nH]c3ccccc23)c(=O)c1C#N	-1%[11.5 µM]	48%[activator]	1	-12%	.	3%	4%	-1%	3%
6	O=S(=O)(c1ccccc1F)N1CCN(C(=S)NCc2ccccc2)CC1	i	14%	2	-19%	24%	-12%	-18%	?	29%
7	O=C1C(Cc2c[nH]c3ccccc23)NC(=S)N1C1CCCCC1 (stereo unspecified)	16%	0%	0	-32%	-2%	-3%	-36%	-20%	-48%
8	CN(C)CCNc1ccc(Cl)cc1[N+](=O)[O-]	-10%	14%	-4	-16%	2%	-7%	2%	13%	-9%[59 µM]
9	Cc1ccccc1-c1nn(-c2ccc(F)cc2F)cc1CNCC(C)O (stereo unspecified)	-2%	25%	0	-24%	3%	-11%	-2%	0%	-5%
10	CC(C)c1cccc(-c2ccc3c(c2)S(=O)(=O)c2cccc(C(=O)O)c2C3=O)c1	-12%	20%	-4	-33%	11%	-4%	?	37%[activator]	9%[0.501 µM]
11	CCOc1cc(C(=O)N2CCc3c([nH]c4ccccc34)C2c2ccccc2)cc(OCC)c1OCC (stereo unspecified)	11%	-7%[57 µM]	4	?	-10%	1%	?	3%	-10%[59 µM]
12	COc1ccc(C)cc1S(=O)(=O)NCc1cccs1	-5%	27%	-1	1%	-19%	-1%	6%	0%	13%
13	N#Cc1cc(-c2ccccc2)cn(Cc2c(Cl)cccc2Cl)c1=O	7%	22%	3	15%	5%	3%	21%	-1%	23%[59 µM]
14	COc1cc(/C=N/NC(=O)c2ccc([N+](=O)[O-])cc2Cl)cc(Br)c1O	-13%	10%	-5	-4%	0%	3%	2%	29%	45µM*
15	CC(C)(C)NC(=O)CN(C(=O)CNC(=O)c1cccs1)c1ccccc1F	i	-3%	12	-8%	8%	0%	-1%	5%	-11%
16	O=C(NCCCN1CCCC1=O)c1cccnc1	-3%	5%	0	-9%	-6%	4%	10%	-1%	-50%
17	O=S(=O)(Nc1cccc(S(=O)(=O)N2CCCC2)c1)c1ccccc1F	-7%	11%	-1	-16%	1%	-9%	.	12%	.
18	COc1ccccc1NC(=O)COC(=O)C12CC3CC(CC(Br)(C3)C1)C2	-4%	79%[activator]	3	34%	-7%	0%	.	-9%	.
19	COc1ccc(Cl)cc1NC(=O)CN(C)C(=O)C12CC3CC(CC(Cl)(C3)C1)C2	2%	20%	-3	-13%	19%	19%	-8%	3%	-14%[0.501 µM]
20	Cc1ccc(-c2nc(Nc3cccc(O)c3)c3ccccc3n2)cc1	i	19%	1	-18%	1%	3%	?	18%	18%
21	O=C(c1ccco1)N1CCN(c2cccc(Cl)c2)CC1	.	16%	-4	-30%	.	5%	-2%	9%	-7%[59 µM]
22	O=C(Cn1cnc2cc([N+](=O)[O-])ccc2c1=O)Nc1ccc2c(c1)OCO2	-2%	22%	-2	-17%	-14%	7%	?	-4%	40µM*
23	Cc1cccc(C)c1OCC(=O)Nc1ccccc1C(F)(F)F	-9%	110%[activator]	-3	54%[activator]	-3%	0%	25%	-5%	80%[activator]
24	Cc1nn(C(=O)CCCn2cc([N+](=O)[O-])cn2)c(C)c1Cl	13%	2%	0	20µM*	10%	3%	6%	-11%	-32%
25	CC1CN(C(=O)C(C)N2C(=O)c3ccccc3C2=O)CC(C)O1 (stereo unspecified)	-8%	29%	2	-2%	8%	-2%	12%	-6%	12%
26	O=C1CCCc2cc(S(=O)(=O)N3CCCC(C(=O)NCc4ccc(Cl)cc4)C3)ccc2N1 (stereo unspecified)	7%	35%	-4	6%	10%	-1%	9%[57.1 µM]	0%	-4%[59 µM]
27	CN(C)CCNC(=O)CN1C(=O)CSc2ccc(S(=O)(=O)N3CCCCC3)cc21	i	14%	3	-16%	8%	-7%	-4%	3%	-5%[59 µM]
28	Cn1cc(/C=C(\NC(=O)c2ccccc2Cl)C(=O)NCCN2CCOCC2)c2ccccc21	6%	53%[activator]	3	-5%	-11%	-3%	-17%	1%	9%
29	O=C(CCn1nnc2ccccc21)Nc1nnc(COc2ccc(F)cc2)s1	-9%	38%	0	3%	-5%	-1%	8%	-12%	-44%
30	CCN(CC)C(=O)c1sc2c(c1C)c(=O)n(-c1ccc(Cl)c(Cl)c1)c(=O)n2Cc1ccccc1C#N	10%	23%	1	-23%	1%	2%	-2%	5%	22%[59 µM]
31	COc1cc(C(=O)N(CCCO)Cc2cc3ccc(C)c(C)c3[nH]c2=O)cc(OC)c1OC	-16%	15%	6	-22%	3%	-16%	2%	0%	-5%[59 µM]
32	Oc1ccc(-c2csc(-c3cccnc3)n2)c(O)c1	-4%	22%	-6	-24%	-2%	0%	.	-5%	-5%
33	OC(CNCc1ccco1)Cn1c2ccc(Br)cc2c2cc(Br)ccc21 (stereo unspecified)	-4%	8%	-1	-23%	.	2%	-35%	10%	-1%[59 µM]
34	Cc1ccc(-c2cc(NC(=O)C(C)Oc3ccccc3F)on2)cc1 (stereo unspecified)	-8%	81%[activator]	5	9%	-8%	-1%	17%	-10%	12%[59 µM]
35	O=C(COc1ccc2ccccc2c1)NNC(=O)c1cccs1	i	24%	1	-7%	9%	1%	-10%	-6%	-21%[59 µM]
36	CCOC(=O)C1=C(C)NC(C)=C(C(=O)OCC)C1c1cc2ccc(C)cc2[nH]c1=O	-1%	-5%	-1	-18%[57.1 µM]	-1%	0%	?	6%	50µM*
37	Cc1cc(C)cc(C(=O)NCC(=O)OCc2cc([N+](=O)[O-])cc3c2OCOC3)c1	-7%	23%	-3	-17%	-9%	0%	1%	-4%	13%[59 µM]
38	CCC(=O)c1ccc(OCC(=O)OCC(=O)NCCCc2ccccc2)cc1	6%	43%[activator]	-4	-6%	14%	1%	9%	7%	-38%
39	COc1cccc(C(=O)N2CCC(O)(c3cccnc3)CC2)c1	-5%	21%[57 µM]	-7	-1%	-16%	2%	-12%	1%	22%
40	Cc1cc(C(F)(F)F)n(-c2nc(C(=O)O)cs2)n1	7%	2%	-2	-4%	-3%	-7%	-17%	0%	-3%
41	O=C1CN(C(=O)COc2ccc(Br)cc2F)c2ccccc2N1	5%	22%	3	-17%	-3%	-2%	9%	12%	45µM*
42	CCCOc1ccc(C(CC(=O)O)NC(=O)Cc2ccccc2)cc1 (stereo unspecified)	1%	5%	0	-4%	-12%	-11%	-2%	-5%	40%
43	CCC(=O)N1CCc2cc(OC)c(OC)cc2C1COc1ccc2c(C)cc(=O)oc2c1 (stereo unspecified)	4%	19%	-3	-3%	-14%	-2%	5%	5%	-5%[59 µM]
44	COc1ccc(-n2c(CNC(=O)c3cc(OC)c(OC)c(OC)c3)n[nH]c2=S)cc1	i	32%	3	7.1µM*	-1%	3%	?	-1%	8.9µM*
45	COC(=O)/C(=N/Nc1ccccc1C)Sc1nnc(C(O)c2ccccc2)n1-c1ccccc1 (stereo unspecified)	3%	24%	-10	-19%	-1%	1%	-8%	-7%	16µM*
46	Cc1c(NC(=O)Nc2ccccc2Cl)c(=O)n(-c2ccccc2)n1C	7%	27%	2	1%	-6%	3%	-34%	9%	-14%
47	CC(Sc1ccc(Cl)cc1)C(=O)NCc1cccnc1 (stereo unspecified)	-4%	36%	6	15%	13%	1%	4%	-12%	?
48	CN(C)CCCN1C(=O)C(O)=C(C(=O)c2cc3ccccc3o2)C1c1ccccc1 (stereo unspecified)	-7%	56%[activator]	0	-24%[11.4 µM]	7%	1%	?	-7%	14µM*
49	COc1ccc(OC)c(CNC(=O)CCn2nc(C)c3c(C)n(-c4ccccc4)nc3c2=O)c1	-7%	35%[activator]	0	-16%	-5%	-9%	4%	0%	-17%

High-throughput results as filed in PubChem BioAssay.
